JMJD2A Tudor inh: qHTS Assay for Inhibitors of JMJD2A-Tudor Domain; AlphaScreen JMJD2A-Tudor / H3K4me3 peptide binding; Potency, µM (series often up to 114 µM), without a hit: top-dose activity change, negative = inhibition, usual class: inhibitors; Lysine-specific demethylase 4A (Homo sapiens), O75164; 390,000 tested, 4.4% active; note: % is set by controls: 0 for no effect and ±100 for the full control effect; nearly all actives have a fitted effect of over 50% in size
PGK inhibitor: qHTS Assay to Find Inhibitors of Phosphoglycerate Kinase. Phosphoglycerate kinase, glycosomal (Trypanosoma brucei brucei), P07378. PGK/GAPDH coupled, Kinase-Glo luminescence, 60 min. Potency, µM (highest dose often 57.5 µM), for the others: at the top dose activity change, negative = inhibition, usual class: inhibitors. 380,000 tested, 0.043% active. AID 602233, 2012; note: % is set by controls: 0 for no effect and ±100 for the full control effect; nearly all actives have a fitted effect of over 60% in size
Target sequence (P07378 whole entry, looked up): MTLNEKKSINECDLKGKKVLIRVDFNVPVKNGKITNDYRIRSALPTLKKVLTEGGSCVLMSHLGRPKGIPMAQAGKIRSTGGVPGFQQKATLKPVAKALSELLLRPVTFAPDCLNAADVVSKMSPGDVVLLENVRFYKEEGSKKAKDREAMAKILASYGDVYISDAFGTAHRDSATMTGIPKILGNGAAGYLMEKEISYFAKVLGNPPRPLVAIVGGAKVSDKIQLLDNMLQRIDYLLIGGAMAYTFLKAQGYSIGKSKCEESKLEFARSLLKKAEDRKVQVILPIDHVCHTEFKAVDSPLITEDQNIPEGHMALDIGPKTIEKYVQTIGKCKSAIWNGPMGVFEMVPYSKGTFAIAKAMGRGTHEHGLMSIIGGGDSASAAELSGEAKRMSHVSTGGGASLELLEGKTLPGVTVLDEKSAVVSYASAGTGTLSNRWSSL
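Recombinant glycosomal PGK reaction used 1,3-bisphosphoglycerate generated in-well by GAPDH (100nM final) in 100mM TEA pH 7.6, 5mM MgCl2, 0.01% Tween-20. After 60 minutes at room temperature, ATP was read by Kinase-Glo Plus luminescence end-point.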
GLS inhibitor: qHTS for Inhibitors of Glutaminase (GLS); 410,000 tested, 0.21% active; Glutaminase kidney isoform, mitochondrial (Homo sapiens), O94925; Potency, µM (titrated, usually from 45.5 µM), for inactives: at the highest dose activity change, negative = inhibition, usual class: inhibitors; GLS enzymatic activity, qHTS titration; note: % is set by controls: 0 for no effect and ±100 for the full control effect
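Two-point fluorescence kinetic (t0, 30 min RT) for hKGA; glutamate detected via glutamate oxidase–HRP–Amplex Red. Substrate: 1 mM L-glutamine solution; buffer 45 mM KH2PO4, pH 8.2.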
Pol iota inh: qHTS for Inhibitors of Polymerase Iota; DNA polymerase iota (Homo sapiens), Q9UNA4; Pol iota fluorescent replication assay, 10 min; Potency, µM (highest dose often 115 µM), without a hit: at the highest dose activity, negative = inhibition, most hits filed as inhibitors; 390,000 tested, 1% active
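Pol iota at 10 nM preincubated 15 min with compounds at room temperature; reaction started with fluorescent substrate, 50 nM final. Fluorescence read kinetically at 0 and 10 min; buffer-only wells as negative control.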
G9a inh: qHTS Assay for Inhibitors of Histone Lysine Methyltransferase G9a; 350,000 tested, 8.8% active; AID 504332, 2011; Potency, µM (top dose mostly 102 µM), without a hit: at the highest dose activity, negative = inhibition, actives largely listed as inhibitors; G9a H3K9 monomethylation, AlphaScreen, 2 h; Histone-lysine N-methyltransferase EHMT2 (Homo sapiens), Q96KQ7; note: % is set by controls: 0 for no effect and ±100 for the full control effect; nearly all actives have a fitted effect of over 75% in size
Target sequence (Q96KQ7 913-1193 limits assumed): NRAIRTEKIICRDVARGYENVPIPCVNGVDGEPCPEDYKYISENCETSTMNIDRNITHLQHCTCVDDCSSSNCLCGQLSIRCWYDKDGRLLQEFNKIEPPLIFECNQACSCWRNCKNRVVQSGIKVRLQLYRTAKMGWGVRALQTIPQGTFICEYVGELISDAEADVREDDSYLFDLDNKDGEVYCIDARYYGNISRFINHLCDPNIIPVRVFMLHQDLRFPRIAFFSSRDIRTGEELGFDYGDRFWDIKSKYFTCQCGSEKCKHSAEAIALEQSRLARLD
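Readings reflect AlphaScreen signal from monomethyl-H3K9 antibody detection. HMT at 20 nM; substrate b-H3K9 500 nM; cofactor SAM 20 uM; 2 h RT reaction; compounds tested as titrations in qHTS with 15 min preincubation.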
BAZ2B block: qHTS Assay for Inhibitors of BAZ2B; 360,000 tested, 4.4% active; Bromodomain adjacent to zinc finger domain protein 2B (Homo sapiens), Q9UIF8; Potency, µM (highest dose often 114 µM), inactives show at the top dose activity change, negative = inhibition, hits mostly inhibitors; AlphaScreen BAZ2B-H3K14Ac peptide displacement; note: % is set by controls: 0 for no effect and ±100 for the full control effect; nearly all actives have a fitted effect of over 60% in size
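AlphaScreen displacement of biotin-H3(5-23)K14Ac peptide (50 nM final) from BAZ2B (50 nM final) in PBS pH 7.4, 0.01% Tween-20; complex preformed 30 min RT, then compounds (top 110 uM) 30 min RT, beads 20 min dark.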
Pin1 inh: qHTS Assay to Find Inhibitors of Pin1. Peptidyl-prolyl cis-trans isomerase NIMA-interacting 1 (Homo sapiens), Q13526. Pin1 FP peptide displacement, HiFluor488, 10 min. Potency, µM (series often up to 115 µM), for inactives: at the top dose activity, negative = inhibition, usual class: inhibitors. 390,000 tested, 0.009% active. AID 504891, 2011; active = well fitted inhibition curve with a large enough effect in the polarisation, with a control signal flat, not every such curve was filed as active; inconclusive = small, poorly fitted or top-dose-only effect, or effect the other way, or a change in a side signal; inactive = no such curve, though single readings can be large or run the other way; the % refers to the polarisation; note: % is set by controls: 0 for no effect and ±100 for the full control effect
Target sequence (Q13526 whole entry, looked up): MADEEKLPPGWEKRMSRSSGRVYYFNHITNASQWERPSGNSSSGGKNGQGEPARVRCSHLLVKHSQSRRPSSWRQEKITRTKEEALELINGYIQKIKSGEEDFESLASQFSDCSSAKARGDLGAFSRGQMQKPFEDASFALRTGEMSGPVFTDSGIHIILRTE
HP1b binding inh: HTS for Inhibitors of HP1-beta Chromodomain Interactions with Methylated Histone Tails | Chromobox protein homolog 1 (Homo sapiens), P83916 | AlphaScreen HP1-beta / biotin-H3K9me3 peptide binding | Potency, µM (doses to about 114 µM), without a hit: at the highest dose activity change, negative = inhibition, actives largely listed as inhibitors | 390,000 tested, 0.56% active | AID 540317, 2011; note: nearly all actives have a fitted effect of over 70% in size; inactives centre near 23
Target sequence (P83916 whole entry, looked up): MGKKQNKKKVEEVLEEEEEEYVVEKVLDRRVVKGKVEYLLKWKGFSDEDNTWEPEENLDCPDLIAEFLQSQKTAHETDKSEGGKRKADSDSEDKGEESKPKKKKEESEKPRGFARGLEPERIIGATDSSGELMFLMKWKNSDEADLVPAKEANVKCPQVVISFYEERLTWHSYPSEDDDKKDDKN
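AlphaScreen: HP1-beta (50 nM) preformed 30 min with biotin-H3(1-18)K9me3 peptide (50 nM) in PBS pH 7.4, 0.01% Tween-20. Compound added for 30 min at RT, then streptavidin donor/nickel chelate acceptor beads (10 ug/mL) for 30 min.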
BLM inh: qHTS Assay for Inhibitors of Bloom's syndrome helicase (BLM); Potency, µM (highest dose often 56.1 µM), inactives show at the highest dose activity change, negative = inhibition, actives largely listed as inhibitors; recombinant BLM DNA unwinding, fluorescence dequenching; AID 2528, 2010; 350,000 tested, 0.2% active;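 note: plate controls were vehicle for no effect and no enzyme for full effect; nearly all actives have a fitted effect of over 35% in size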
* marks the source's active call; other numbers are inactive results; i = inactive; u = inconclusive; x = not tested or not shown; & = joins results of further samples; [ ] = another dose, or the depositor's remark. Unless noted, calls come from the whole dose curve; as a rule, active = well fitted curve in the direction sought with a large enough effect; inconclusive = small, poorly fitted or top-dose-only effect, or another doubt; inactive = no such curve, though single readings can be large; an effect the other way counts as inactive or inconclusive. Potency is the fitted concentration of half-maximal effect.

SMILES	JMJD2A Tudor inh	PGK inhibitor	GLS inhibitor	Pol iota inh	G9a inh	BAZ2B block	Pin1 inh	HP1b binding inh	BLM inh
COc1ccccc1CNC(=O)CCCn1c(=O)c2ccccc2n(CC(=O)Nc2ccc(C)cc2Cl)c1=O	-10%	-9%	11%	u	4%[59 µM]	-9%	24%	28%	-3%
Cc1ccccc1-n1nnc2c(=O)oc3ccccc3c21	3%	-2%	1%	-9%	12%[59 µM]	-4%	-5%	52%[activator]	1%
N#Cc1nc(N2CCCCC2)nc(N2CCOCC2)n1	-3%	-6%	3%	-3%&-26%	-11%[59 µM]	1%	-3%&-2%	36%	1%
CCOC(=O)c1c(C)[nH]c(C)c1C(=O)COc1ncnc2cc([N+](=O)[O-])ccc12	-29%	0%	5%	62%[activator]	-10%	u	2%	-3%	-6%
O=S(=O)(c1cccc2nonc12)N1CCCCC1	-14%	i	7%	114%[activator]	11%	-16%	-4%	7%	-6%
O=C(NC1CCCc2ccccc21)c1ccc2c(c1)sc1nc(-c3ccc(F)cc3)cn12 (stereo not given)	-13%	0%	-6%	4%	-21%[59 µM]	-19%	10%	43%	-1%
Cc1c(C(=O)NCC2CCCO2)oc2c(Cl)cccc12 (stereo not given)	-8%	12%	1%	29%	0%	-4%	6%	17%	x
O=C(CSc1nc2ccccc2c(=O)n1-c1ccccc1Cl)Nc1cccc(S(=O)(=O)N2CCOCC2)c1	-12%	i	9%	12%	-8%[59 µM]	1%	41%[activator]	18%	-4%
CCOC(=O)C1=C(N)c2ccccc2CC1C(C)C (stereo not given)	12%	2%	10%	11%	-11%	6%	1%	27%	-9%
Cc1cccc(-c2c3c(=O)n(C)c(=O)n(C)c3c3c(C)nc4ccccc4n23)c1	8%	-2%	-1%	u	-49%[59 µM]	-1%	-16%	36%	-16%

A portion from further up, for reference:
SMILES	JMJD2A Tudor inh	PGK inhibitor	GLS inhibitor	Pol iota inh	G9a inh	BAZ2B block	Pin1 inh	HP1b binding inh	BLM inh
COc1ccccc1CNC(=O)CCCn1c(=O)c2ccccc2n(CC(=O)Nc2ccc(C)cc2Cl)c1=O	-10%	-9%	11%	u	4%[59 µM]	-9%	24%	28%	-3%
Cc1ccccc1-n1nnc2c(=O)oc3ccccc3c21	3%	-2%	1%	-9%	12%[59 µM]	-4%	-5%	52%[activator]	1%
N#Cc1nc(N2CCCCC2)nc(N2CCOCC2)n1	-3%	-6%	3%	-3%&-26%	-11%[59 µM]	1%	-3%&-2%	36%	1%

More results:
SMILES	JMJD2A Tudor inh	PGK inhibitor	GLS inhibitor	Pol iota inh	G9a inh	BAZ2B block	Pin1 inh	HP1b binding inh	BLM inh
CC(C)Oc1ccc(C(=O)Nc2ccc(-c3nc4ccccc4s3)cc2)cc1	-5%	i	-1%	21%	5%[59 µM]	u	-6%	55%[activator]	-1%
CCCCCCOc1ccc(N2C(=O)CC(N3CCN(CCN=CC4=C(O)CC(C)(C)CC4=O)CC3)C2=O)cc1 (stereo not given)	-23%	-4%	6%	35%	x	u	-9%	33%	-2%
Cc1cccc(-c2c3c(=O)n(C)c(=O)n(C)c3cn2CC2CCCO2)c1 (stereo not given)	-10%	-3%	9%	7%	40µM*	-13%	0%	34%	2%
CCOCCCNC1=C(Cl)C(=O)c2ccccc2C1=O	13µM*	2%	19%	u	x	40µM*	6%	18µM*	-20%
CC1(C)C(=O)Nc2ccccc2N1C(=O)COc1ncnc2ccccc12	-11%	0%	-4%	-3%	1%	26%	-10%	39%	0%
CCOCCCNC(=O)c1ccc(OC(C)=O)cc1	-5%	-8%	-3%	31%[activator]	-1%[59 µM]	-4%	-9%	18%	-1%
COc1ccc(C(=O)c2cn(Cc3ccccc3F)c3cc4c(cc3c2=O)OCO4)cc1	-22%	6%	2%	-24%	-30%[59 µM]	-23%	3%	19%	-4%
O=C(NC(=S)Nc1ccccc1N1CCN(C(=O)c2ccccc2)CC1)c1cccs1	-23%	1%	10%	-4%	11%	-11%	0%	6%	-4%
Cc1ccc(-c2cc(C3C4C=CCC(C)C4C(=O)N3Cc3ccccc3)ccc2F)cc1 (stereo not given)	-12%	x	x	u	x	x	-8%	18%	-3%
CCn1cc2nc(SCc3ccc(F)cc3)n(Cc3ccc(Cl)cc3)c(=O)c2n1	5%	-10%	0%	11%	3%[59 µM]	2%	0%	19%	-8%
O=C(Oc1ccc(N2C(=O)CCC2=O)cc1)c1ccccc1Cl	1%	7%	17%	21%	6%[59 µM]	6%	7%	9%	3%
COc1ccc2nc(N3C(=O)C(O)=C(C(=O)c4ccco4)C3c3ccccc3OC)sc2c1 (stereo not given)	-2%	-1%	u	10%	35µM*	u	1%	30%	-12%
CC(C)(C)c1ccc(/C=N/Nc2nncn2N)cc1	-10%	-3%	u	3.2µM*	40µM*	-8%	3%	27%	-1%
CCN1CCN(Cc2ccc(NC(=O)c3ccc(C)c(NC(=O)C4=NN(c5ccccc5)C(=O)C4)c3)cc2C(F)(F)F)CC1	u	2%	16%&1%	0%	u	-38%	4%	u	2%
CCn1c(COc2ccccc2)nnc1SCC(=O)Nc1ccc2c(c1)OCCO2	-27%	-8%	-1%	14%	15%[12.7 µM]	-1%	-11%	17%	-1%
O=C(CSc1ncnc2c1oc1ccccc12)NC1CCCC1	-15%	-8%	7%	-19%	x	-7%	-4%	16%	0%
CC1CCN(CCc2nc3cc(NC(=O)C(C)C)ccc3n2C)CC1	10%	-2%	-3%	-4%	18%	10%	-2%	40%[activator]	-1%
COc1ccc(C(=O)Nc2nc(CC(=O)NCCc3ccccc3)cs2)cc1	-18%	-10%	-2%	41%[activator]	-7%	-6%	-2%	16%	x
CCOc1ccc2nc(NC(=O)CSc3nc4c(c(=O)n(C)c(=O)n4C)n3CC)sc2c1	-8%	15%	-1%	-3%	12%	5%	4%	29%	1%
Cc1ccc(-n2ncc3c2CC(C)(C)CC3NC(=O)CCc2ccc(=O)[nH]n2)cc1 (stereo not given)	-4%	-8%	-17%	16%	2%	-18%	1%	45%[activator]	-1%
Cc1cccc(NC(=O)CSc2nc3c(oc4ccccc43)c(=O)n2-c2ccc(F)cc2)c1	-1%	9%	0%	33%[activator]	5%[59 µM]	1%	58%[activator]	46%[activator]	-9%
O=c1c2ccc([N+](=O)[O-])cc2ncn1Cc1ccccc1C(F)(F)F	-18%	i	-10%	68%[activator]	-15%	-17%	3%	16%	-4%
CC(C)c1ccc(-c2noc(SCC(=O)N(C)c3ccc(F)cc3)n2)cc1	34%	0%	0%	-10%	21%[59 µM]	9%	0%	97%[activator]	-14%
Cc1cccc(NC(=O)COC(=O)Cc2c[nH]c3ccccc23)c1C	-10%	1%	10%	-12%	6%[59 µM]	-23%	7%	6%	-7%
Nc1c(C(=O)NCCN2CCOCC2)c2nc3ccccc3nc2n1-c1cccc(F)c1	2%	-7%	10%	-3%	u	0%	u	53%[activator]	-5%
Cc1cc2oc(C(=O)N(Cc3ccco3)Cc3ccccc3Cl)c(C)c2cc1C	-6%	-6%	-1%	-8%	12%[59 µM]	3%	12%	44%[activator]	-10%
Cc1ccn2cc(C(=O)N3CCN(c4cnn(-c5ccccc5)c(=O)c4Cl)CC3)nc2c1	-9%	8%	1%	8%	u	57%[activator]	-2%	30%[activator]	x
O=C(CCSCc1cccc(F)c1)NCc1ccc(F)cc1	u	x	u	1%	9%	4%	-6%	5%	-8%
Cc1[nH]c2ccccc2c1C(=O)C(=O)Nc1ccc2c(c1)OCO2	-30%	16%	5%	-2%	-14%	u	-3%	1%[57 µM]	-2%
CC(=O)Nc1cccc(C(=O)N2CCN(S(=O)(=O)c3ccc(C4CCCCC4)cc3)CC2)c1	-25%	-15%	0%	-13%	x	x	10%	23%	x
COc1ccc(/C(O)=C2/C(=O)C(=O)N(CCCN(C)C)C2c2ccc(Cl)cc2)cc1OC (stereo not given)	-24%	0%	11%	9%	x	x	u	8%	x
O=C(c1cccc(C(F)(F)F)c1)C1CCCN(C(=O)/C=C/c2cnc[nH]2)C1 (stereo not given)	-11%	-9%	-2%	23%	-40%	-30%	-10%	17%	-2%
COc1ccc(N2CCN(C(=O)c3cn(CC4CCCCC4)nn3)CC2)cc1	u	0%	-3%	8%	35µM*	u	3%	-10%	-2%
Cc1noc(C)c1C(=O)NCC1COc2ccccc2O1 (stereo not given)	-4%	1%	-3%	10%	-3%[2.33 µM]	-10%	0%	50%[activator]	x
CCOC(=O)C1CN(c2cc3c(cc2F)c(=O)c(C(=O)O)cn3CC)OC1C(=O)OCC (stereo not given)	56µM*	9%	6%	7%	40µM*	u	5%	13%	3%
CCOC(=O)c1ccc(NC(=O)COc2ccccc2OC)cc1	-3%	-8%	4%	17%	-1%	-5%	-1%	30%	-2%
CCCNc1ncnc2onc(C)c12	1%&-11%	3%	1%&10%	38%&-2%[activator]	-1%	-10%	2%&2%	45%&37%[activator]	-3%&-1%
COC(=O)Cn1cnc2c(nnn2-c2ccc(OC)cc2)c1=O	-15%	-5%	-5%	20%	4%[2.33 µM]	0%	-6%	61%[activator]	-1%
Brc1ccc(-c2nc(-c3ccccc3)no2)o1	119%[activator]	-5%	2%	16%	11%[12.7 µM]	26%	2%	120%	-5%
Cc1nnc(SCc2nc3ccccc3nc2C)s1	-7%[11.4 µM]	-1%	-6%	9%	-13%[12.7 µM]	12%	-3%	50%[activator]	3%
CC(NS(=O)(=O)c1ccc(Br)cc1)C(c1cccs1)N1CCOCC1 (stereo not given)	-1%	1%	0%	8%	-10%	0%	-7%	28%	4%

These rows are one share of the data; the hit share may differ from the screen's.
